# hIAP act: human IAP activators, primary screen, biochemical, luminescence, uHTS; purified human IAP, CDP-Star luminescence, 30 min; stronger effect = higher value; 1 = vehicle-only enzyme, 0 = enzyme-free background; activation factor at 10 µM; 330,000 tested, 0.16% active; AID 2524, 2010;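 active = activation factor of the enzyme at least 2-fold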; note: the source names both 10 and 20 µM as test concentration; values of inactives mirror those of a sister screen read the other way
# Target sequence (P09923 whole entry, looked up): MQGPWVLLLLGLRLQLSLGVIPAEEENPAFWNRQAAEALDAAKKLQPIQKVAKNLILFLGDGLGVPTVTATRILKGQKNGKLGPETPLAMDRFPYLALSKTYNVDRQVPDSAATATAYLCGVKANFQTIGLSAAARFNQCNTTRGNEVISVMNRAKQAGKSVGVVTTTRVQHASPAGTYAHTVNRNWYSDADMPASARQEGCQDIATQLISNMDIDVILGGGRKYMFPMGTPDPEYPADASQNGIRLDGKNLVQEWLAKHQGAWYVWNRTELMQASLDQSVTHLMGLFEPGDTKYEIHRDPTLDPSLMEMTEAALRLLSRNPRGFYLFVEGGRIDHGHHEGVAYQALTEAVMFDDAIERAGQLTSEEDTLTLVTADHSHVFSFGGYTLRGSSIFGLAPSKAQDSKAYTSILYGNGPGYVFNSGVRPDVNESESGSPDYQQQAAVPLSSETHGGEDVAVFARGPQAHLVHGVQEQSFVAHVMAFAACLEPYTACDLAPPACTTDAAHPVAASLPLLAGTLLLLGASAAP
# mIAP act: activators of mouse IAP, primary screen, biochemical, luminescence, uHTS. activation factor at 10 µM. intestinal alkaline phosphatase [Mus musculus]. 330,000 tested, 0.24% active. muIAP, CDP-Star luminescence, 30 min; stronger effect = higher value; 1 = vehicle-only enzyme signal, 0 = enzyme-free wells. AID 2805, 2010;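 active = activation factor of at least 2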; note: the source names both 10 and 20 µM as test concentration; values of inactives mirror those of a sister screen read the other way
#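 System: Mouse IAP enzyme | Also added: CDP-Star substrate | Dosing: Compounds dispensed in DMSO | Schedule: 30 min enzyme-substrate-compound incubation at room temperature | Technique: Chemiluminescence readout | Control set: DMSO-only wells and no-enzyme negative control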
# APOBEC3G inh: APOBEC3G DNA deaminase inhibitors, primary screen, biochemical, fluorescence, single-stranded DNA substrate, uHTS | 330,000 tested, 0.28% active | DNA dC->dU-editing enzyme APOBEC-3G (Homo sapiens), Q9HC16 | recombinant A3G, ssDNA deamination FAM/TAMRA fluorescence | inhibition, % at 20 µM;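 active = inhibition of at least 40% at 20 µM, with no more than 30% in the related APOBEC3A deaminase screen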;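 note: plate controls were DMSO wells with A3G for no effect and wells lacking A3G enzyme for full effect; some compounds called inactive have numbers as strong as hits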
# MPTP inh: mitochondrial permeability transition pore inhibitors, primary screen, biochemical, isolated mouse mitochondria, absorbance; Ca2+ swelling absorbance, 30 min; inhibition, % at 10 µM; 360,000 tested, 1.4% active;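 active = inhibition of 50% or more, scaled per plate between neutral and stimulator controls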;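 note: 0% = DMSO wells given calcium and 100% = 1 mM EGTA wells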
# hIAP block: human IAP inhibitors, primary screen, biochemical, luminescence, uHTS. AID 2544, 2010. purified IAP, CDP-Star luminescence, 30 min. inhibition, % at 10 µM. 330,000 tested, 0.12% active. Intestinal-type alkaline phosphatase (Homo sapiens), P09923;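 active = inhibition reaching a set limit with compound at 10 µM in the primary screen, cut at about 35% in these data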;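 note: plate controls were DMSO wells with enzyme for no effect and no-enzyme buffer wells for full effect; values of inactives mirror those of a sister screen read the other way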
# ATG4B inhibitor: ATG4B protease inhibitors, primary screen, biochemical, fluorescence, uHTS; Cysteine protease ATG4B (Homo sapiens), Q9Y4P1; ATG4B cleavage of LC3-PLA2, NBD-HPC fluorescence, 1 h; inhibition, % at 8.33 µM; 340,000 tested, 0.51% active; AID 504462, 2011; in the data active = inhibition above about 40%
# MIN6 prolif: inducers of MIN6 beta-cell proliferation, primary screen, ATP luminescence, uHTS; MIN6 cells proliferation, ATPlite luminescence, 48 h; cells starved in 0.2% serum; 100% = growth in 10% serum; proliferation, % at 10 µM; 330,000 tested, 0.29% active; AID 2380, 2010;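 active = compounds whose signal lies at least 3.5 SD above the mean of all wells on their plate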;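 note: 0% = DMSO-treated cells in low-serum medium and 100% = 10% serum control; some compounds called inactive have numbers as strong as hits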
# A3A deaminase: APOBEC3A ssDNA deaminase inhibitors, primary screen, selectivity assay for APOBEC3G inhibitor project, biochemical, FAM/TAMRA oligo cleavage fluorescence; inhibition, % at 20 µM; 330,000 tested, 0.41% active; AID 493011, 2011; recombinant A3A, FAM/TAMRA ssDNA deamination fluorescence; DNA dC->dU-editing enzyme APOBEC-3A (Homo sapiens), P31941;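 active = at least 40% inhibition at 20 µM here, with at most 30% in a related deaminase screen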;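 note: plate controls were A3A with DMSO for no effect and wells lacking A3A enzyme for full effect; some results filed as inactive read as strong as hits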
# Target sequence (P31941 whole entry, looked up): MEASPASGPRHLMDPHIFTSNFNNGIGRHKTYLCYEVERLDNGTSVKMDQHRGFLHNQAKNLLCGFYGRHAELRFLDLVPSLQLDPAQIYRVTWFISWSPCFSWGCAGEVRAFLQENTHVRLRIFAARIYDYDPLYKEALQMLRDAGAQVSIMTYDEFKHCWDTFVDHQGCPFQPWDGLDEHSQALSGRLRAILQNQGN
# mIAP inh: inhibitors of mouse IAP, primary screen, biochemical, luminescence, uHTS; purified mouse IAP, CDP-Star luminescence, 30 min; 330,000 tested, 0.2% active; intestinal alkaline phosphatase [Mus musculus]; inhibition, % at 10 µM; AID 2806, 2010;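 active = inhibition of at least 40% at 10 µM in the primary screen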;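 note: plate controls were DMSO with enzyme for no effect and no enzyme wells for full effect; values of inactives mirror those of a sister screen read the other way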
# Active calls of the source: *.
SMILES,hIAP act,mIAP act,APOBEC3G inh,MPTP inh,hIAP block,ATG4B inhibitor,MIN6 prolif,A3A deaminase,mIAP inh
O=[N+]([O-])C(=C1SCCS1)C(=C(Cl)Cl)N1CCCCC1,0.75,0.9,-4,1.0,25,-1,-3,0,10
CCN1CCCC1CNC(=O)c1cc2c(OC)c(OC)c(OC)cc2[nH]1 (stereo not given),1,1.1,-5,-1.0,-4,-3,1,-4,-7
COc1cccc(/C=N/N(C)C2=NS(=O)(=O)c3ccccc32)c1O,0.94,0.85,-5,0.3,6,-11,4,-2,15
Cc1ccc(C#N)c(SCc2ccccc2[N+](=O)[O-])n1,0.85,0.89,-1,0.1,15,13,-1,0,11
COc1ccc(C(=O)/C(=C/O)N=Nc2ccc(F)cc2)cc1,1.1,0.98,-1,0.6,-9,7,-5,-4,2
Cc1cccc(C(=O)N2CCCC(N3CCN(c4ccccc4)CC3)C2)n1 (stereo not given),1.2,1,-7,-1.0,-21,15,-2,-5,0
COc1cc(-c2nc(S(=O)(=O)c3ccc(Cl)cc3)c(N(C)C)o2)cc(OC)c1OC,1,1,-7,1.3,-3,-7,-3,-4,0
Cc1ccc(S(=O)(=O)NC(=O)c2cc(C)n(CCCN3CCOCC3)c2C)cc1,0.99,1,-1,-3.8,1,-4,-2,1,0
COc1cccc(NC(=O)C2C3C=CC4(O3)C2C(=O)N(CCCN2CCCCC2)C4C(=O)NC2CCCCC2)c1 (stereo not given),1.1,1.1,7,1.3,-9,4,0,2,-9
Cc1nn(-c2cccc(Cl)c2)c2nc(-c3ccco3)cc(C(=O)O)c12,0.92,0.82,16,-3.3,8,7,0,39,18
COC(=O)c1ccccc1NC(=O)CN1CCc2ccccc2C1,0.98,0.95,-7,0.0,2,-7,1,-5,4
Cc1cc(NC(=O)CSc2ccc3nnc(-c4ccc(Cl)cc4)n3n2)no1,0.94,0.98,-7,-2.0,6,-12,-2,-5,2
O=C(Nc1ccccc1N1CCOCC1)c1cccc(S(=O)(=O)Nc2ccccc2F)c1,0.97,1.1,-8,-1.8,3,-4,-3,-5,-8
CS(=O)(=O)N(CC(=O)N1CCN(Cc2ccc3c(c2)OCO3)CC1)C1CCCCC1,0.99,0.98,-5,-0.6,1,2,4,0,2
CC(C)(C)c1ccc(C(=O)NC(=S)N2CCOCC2)cc1,0.91,1.1,8,0.4,9,1,-2,2,-6
CC(C)[C@H](NC(=O)Nc1cccc(Br)c1)C(=O)O,1.1,1,-6,0.9,-10,2,-2,-1,-3
COc1ccc(C(=O)NN2CCCCC2)cc1OC,0.85,1,-3,-1.2,15,-3,-3,-4,-2
COc1ccc(N2CCN(C(=O)CCCn3c(=S)[nH]c4cc5c(cc4c3=O)OCO5)CC2)cc1,1.2,1,6,2.6,-19,24,-4,-1,-3
COc1ccc([N+](=O)[O-])cc1/C=N/NC(=O)c1nonc1N,1.2,1,-8,-1.7,-23,3,-1,-1,-4
Cc1cccc(NC(=O)N[C@@H](C)C(=O)O)c1,1,1.1,2,-2.1,-4,1,-2,5,-8
C#CCOCCOCCOCCNc1nc(N2CCN(C(=O)CCCCCCCCCCNC(=O)[C@H](CO)n3cc(CCCSC)nn3)CC2)nc(N2CCN(C(=O)CCCCCCCCCCNC(=O)[C@H](CCCN=C(N)N)n3cc(C[C@@H](C)CC)nn3)CC2)n1,1.4,2.6*,0,-8.4,-37,72*,-8,-5,-161
O=C(CSc1nc2ccc(Cl)cc2[nH]1)Nc1ccc2[nH]c(=O)[nH]c2c1,1,0.85,-9,-0.7,-3,1,0,-5,15
CC(C)C[C@H](NC(=O)c1nc[nH]c1C(=O)NC(c1ccccc1)c1ccccc1)C(=O)OC(C)(C)C,1.2,1,-4,0.6,-22,-1,-8,-1,-4
O=C(NCCCC(NC(=O)OCc1ccccc1)C(=O)O)OCc1ccccc1 (stereo not given),1.2,1.1,1,0.5,-16,-4,-3,-2,-5
Cc1ccc(OC(=O)CCC(=O)NC(C)c2ccccc2)cc1 (stereo not given),1.1,1,-2,-0.9,-7,1,-1,0,0
CCOC(=O)CN(C(=O)CSc1nnc(CNc2ccc(F)cc2)o1)c1ccccc1,0.88,0.96,-3,0.0,12,-12,1,1,4
COc1ccc(CCN2C(=O)CC(C(N)=O)SC2=Nc2ccccc2)cc1OC (stereo not given),0.99,0.78,0,-1.0,1,3,1,2,22
Cc1ccc2c(c1)N(CC(=O)N1CCOCC1)C(=O)CO2,1.1,0.96,-2,-1.7,-8,-3,-5,3,4

# 14 entries from above, with two lines to a compound.
# Every second line gives: hIAP act, mIAP act, APOBEC3G inh, MPTP inh, hIAP block, ATG4B inhibitor, MIN6 prolif, A3A deaminase, mIAP inh
- O=[N+]([O-])C(=C1SCCS1)C(=C(Cl)Cl)N1CCCCC1
→ 0.75, 0.9, -4, 1.0, 25, -1, -3, 0, 10
- CCN1CCCC1CNC(=O)c1cc2c(OC)c(OC)c(OC)cc2[nH]1 (stereo not given)
→ 1, 1.1, -5, -1.0, -4, -3, 1, -4, -7
- COc1cccc(/C=N/N(C)C2=NS(=O)(=O)c3ccccc32)c1O
→ 0.94, 0.85, -5, 0.3, 6, -11, 4, -2, 15
- Cc1ccc(C#N)c(SCc2ccccc2[N+](=O)[O-])n1
→ 0.85, 0.89, -1, 0.1, 15, 13, -1, 0, 11
- COc1ccc(C(=O)/C(=C/O)N=Nc2ccc(F)cc2)cc1
→ 1.1, 0.98, -1, 0.6, -9, 7, -5, -4, 2
- Cc1cccc(C(=O)N2CCCC(N3CCN(c4ccccc4)CC3)C2)n1 (stereo not given)
→ 1.2, 1, -7, -1.0, -21, 15, -2, -5, 0
- COc1cc(-c2nc(S(=O)(=O)c3ccc(Cl)cc3)c(N(C)C)o2)cc(OC)c1OC
→ 1, 1, -7, 1.3, -3, -7, -3, -4, 0
- Cc1ccc(S(=O)(=O)NC(=O)c2cc(C)n(CCCN3CCOCC3)c2C)cc1
→ 0.99, 1, -1, -3.8, 1, -4, -2, 1, 0
- COc1cccc(NC(=O)C2C3C=CC4(O3)C2C(=O)N(CCCN2CCCCC2)C4C(=O)NC2CCCCC2)c1 (stereo not given)
→ 1.1, 1.1, 7, 1.3, -9, 4, 0, 2, -9
- Cc1nn(-c2cccc(Cl)c2)c2nc(-c3ccco3)cc(C(=O)O)c12
→ 0.92, 0.82, 16, -3.3, 8, 7, 0, 39, 18
- COC(=O)c1ccccc1NC(=O)CN1CCc2ccccc2C1
→ 0.98, 0.95, -7, 0.0, 2, -7, 1, -5, 4
- Cc1cc(NC(=O)CSc2ccc3nnc(-c4ccc(Cl)cc4)n3n2)no1
→ 0.94, 0.98, -7, -2.0, 6, -12, -2, -5, 2
- O=C(Nc1ccccc1N1CCOCC1)c1cccc(S(=O)(=O)Nc2ccccc2F)c1
→ 0.97, 1.1, -8, -1.8, 3, -4, -3, -5, -8
- CS(=O)(=O)N(CC(=O)N1CCN(Cc2ccc3c(c2)OCO3)CC1)C1CCCCC1
→ 0.99, 0.98, -5, -0.6, 1, 2, 4, 0, 2

# Another view of 2 compounds above.
Molecule | hIAP act | mIAP act | APOBEC3G inh | MPTP inh | hIAP block | ATG4B inhibitor | MIN6 prolif | A3A deaminase | mIAP inh
Cc1nn(-c2cccc(Cl)c2)c2nc(-c3ccco3)cc(C(=O)O)c12 | 0.92 | 0.82 | 16 | -3.3 | 8 | 7 | 0 | 39 | 18
CCOC(=O)CN(C(=O)CSc1nnc(CNc2ccc(F)cc2)o1)c1ccccc1 | 0.88 | 0.96 | -3 | 0.0 | 12 | -12 | 1 | 1 | 4

# Screening data (PubChem)
